GLD-1 RNA inh = GLD-1-TGE RNA interaction inhibition (C. elegans); purified GLD-1 + fluorescein TGE RNA, fluorescence polarization; inhibition, % at 5.96 µM; hit rate 0.44% among 320,000; AID 2280;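 active = percent inhibition above a per-plate cutoff, the plate mean of test compounds plus 3 SD, cut at about 30% in these data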;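 also: 0% = DMSO wells with GLD-1 and probe and 100% = wells lacking GLD-1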
Target sequence (Q17339 whole entry, looked up): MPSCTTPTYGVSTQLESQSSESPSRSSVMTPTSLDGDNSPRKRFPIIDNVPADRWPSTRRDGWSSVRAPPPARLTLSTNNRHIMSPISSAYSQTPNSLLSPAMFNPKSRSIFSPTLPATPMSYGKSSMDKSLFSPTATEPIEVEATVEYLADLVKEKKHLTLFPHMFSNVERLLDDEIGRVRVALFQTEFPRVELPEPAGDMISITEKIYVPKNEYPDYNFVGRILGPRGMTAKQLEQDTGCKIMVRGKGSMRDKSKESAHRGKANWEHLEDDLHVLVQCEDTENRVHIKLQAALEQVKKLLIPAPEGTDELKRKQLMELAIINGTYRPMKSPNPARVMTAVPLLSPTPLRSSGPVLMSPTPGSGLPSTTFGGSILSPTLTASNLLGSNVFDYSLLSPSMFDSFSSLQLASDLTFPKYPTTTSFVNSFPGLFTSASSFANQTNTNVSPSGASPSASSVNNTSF
GSTO1 counter = blocks human GSTO1 in RBBP9 counter-screen; P78417; hit rate 1.1% among 300,000; recombinant GSTO1, activity-based probe fluorescence polarization; AID 1974; inhibition, % at 5.96 µM;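 active = inhibition above the campaign mean inhibition plus 3 SD, cut at about 35% in these data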;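 also: 0% = GSTO1-1 with DMSO and 100% = wells lacking GSTO1-1 enzyme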
Target sequence (P78417 whole entry, looked up): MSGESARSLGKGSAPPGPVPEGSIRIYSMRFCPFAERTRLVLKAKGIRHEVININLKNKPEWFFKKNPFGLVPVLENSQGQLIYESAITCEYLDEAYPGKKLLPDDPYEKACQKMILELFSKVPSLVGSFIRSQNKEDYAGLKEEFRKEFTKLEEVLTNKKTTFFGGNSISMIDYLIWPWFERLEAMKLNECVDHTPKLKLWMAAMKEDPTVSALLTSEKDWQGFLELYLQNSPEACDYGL
PME-1 primary = PME-1 (human) inhibition | Q9Y570 | recombinant PME-1, FP-Rh probe fluorescence polarization | inhibition, % at 5.9 µM | hit rate 0.53% among 320,000;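 active = inhibition above the campaign mean of all compounds plus 3 SD, cut at about 26% in these data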;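 also: competitive labeling of PME-1 active site by serine hydrolase directed probe; 0% = PME-1 with DMSO and 100% = wells lacking PME-1 enzyme; inhibitors block probe labeling so polarization falls and inhibition rises; many of its hits are not listed in these tables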
BCLXL inh = Bcl-xL (human) inhibition | Q07817 | GST-Bcl-xL / FITC-Bim BH3 peptide fluorescence polarization | inhibition, % at 10.9 µM | hit rate 0.7% among 320,000;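 active = inhibition above the mean of all tested compounds plus 3 SD, cutoff set per campaign, cut at about 30% in these data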;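 also: 0% = DMSO wells and 100% = unlabeled Bim-BH3 peptide competitor; inhibitors lower millipolarization by displacing the labeled peptide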
Target sequence (Q07817 whole entry, looked up): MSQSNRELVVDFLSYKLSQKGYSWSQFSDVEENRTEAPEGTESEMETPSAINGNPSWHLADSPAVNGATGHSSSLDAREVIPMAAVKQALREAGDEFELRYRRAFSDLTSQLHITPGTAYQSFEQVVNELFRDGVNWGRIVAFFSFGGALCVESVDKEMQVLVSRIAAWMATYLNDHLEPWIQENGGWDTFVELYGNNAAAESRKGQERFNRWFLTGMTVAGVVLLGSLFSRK
Fam108B counter = counter-screen for RBBP9 inhibitors: inhibitors of mouse Fam108B; AID 1947; hit rate 0.33% among 300,000; inhibition, % at 9.51 µM; recombinant Fam108B, FP-Rh probe fluorescence polarization;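 active = inhibition above the screen mean inhibition plus 3 SD, computed separately per campaign, cut at about 18% in these data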;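 also: inhibitors lower polarization as less probe binds the enzyme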
PAD4 FP inh = inhibitors of human PAD4 | inhibition, % at 6.36 µM | recombinant PAD4, RCA probe fluorescence polarization | Q9UM07 | hit rate 0.41% among 330,000 | AID 485272;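 active = percent inhibition above a cutoff equal to the mean of all tested compounds plus 3 SD, cut at about 15% in these data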;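 also: 0% = PAD4 with RCA probe and DMSO and 100% = probe without PAD4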
MCL1-BIM inh = MCL1-BIM-BH3 interaction inhibition (human); Q07820; GST-MCL1 / FITC-Bim-BH3 fluorescence polarization; inhibition, % at 10.9 µM; hit rate 0.68% among 320,000; AID 2057;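 active = inhibition above the mean inhibition of all tested compounds plus 3 SD, set per campaign, cut at about 40% in these data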;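 also: 0% = DMSO wells and 100% = unlabeled Bim-BH3 peptide control; higher means more loss of mP so more displacement of Bim peptide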
TPT1 inh = C. albicans TPT1 enzyme inhibition; recombinant caTPT1, FP RNA substrate dephosphorylation; inhibition, % at 5 µM; hit rate 0.81% among 300,000; AID 1962;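 active = inhibition above the mean of all tested compounds plus 3 SD, set per screening campaign, cut at about 24% in these data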;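 also: plate controls were DMSO alone for no effect and ferristatin control at 100 nM for full effect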
MEX-5 binding = C. elegans MEX-5 TCR-2 RNA binding activity; activity score (negative = inhibition of binding), % at 10 µM; hit rate 0.38% among 300,000; MEX-5/FITC-TCR2 RNA binding, fluorescence polarization; hits give low values; Q9XUB2;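 active = inhibition past about -25% in most replicates, and total fluorescence under double the plate's negative control median, limit read from the data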;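 also: 0% = DMSO and -100% = 5 µM competing unlabeled TCR2 RNA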
* marks the source's active call; other numbers are inactive results; / = no result given.

SMILES | GLD-1 RNA inh | GSTO1 counter | PME-1 primary | BCLXL inh | Fam108B counter | PAD4 FP inh | MCL1-BIM inh | TPT1 inh | MEX-5 binding
COc1ccc(-c2nnc(SCc3nc4ccccc4s3)n2C(C)C)cc1 | -7 | -3 | 1 | -10 | 4 | -4 | -8 | 9 | 3.4
CCN(CC)S(=O)(=O)c1ccc2[nH]c(=O)cc(C(=O)NCC3CCCO3)c2c1 (stereo not drawn) | 0 | -6 | -2 | 0 | -4 | -6 | 2 | 0 | 0.4
CCOC(=O)N1CCN(C(=O)C2CCN(S(=O)(=O)c3cc(C)ccc3OC)CC2)CC1 | -1 | 14 | 1 | 7 | 0 | -2 | 3 | 5 | 4.6
CCN(CC)CCCNc1nc(C)cc(COC)c1C#N | 2 | 5 | 8 | -1 | -2 | -1 | 6 | -1 | -9.2
OC(CN1CCN(c2ccc(F)cc2)CC1)c1ccc(Cl)cc1 (stereo not drawn) | -4 | 3 | -2 | 0 | -4 | -5 | -3 | -3 | 3.7
COc1ccc(CC(=O)NCCN2CCOCC2)cc1 | 0 | -2 | 3 | 5 | -2 | -5 | -4 | -5 | -0.9
O=C(CN(C(=O)c1ccco1)c1cccc(F)c1)NCc1ccc(F)cc1 | 2 | -7 | -1 | 4 | -1 | -1 | 5 | 2 | 1.4
O=C(CN1CCN(Cc2ccccc2)CC1)N1CCCCCC1 | 6 | 0 | -5 | 2 | 0 | 1 | 1 | 5 | -0.3
COc1ccc2nc(SCC(=O)NC3CC3)c(C#N)cc2c1 | -1 | 5 | -11 | 6 | -2 | -5 | -7 | 2 | -0.1
CC(C)CC(=O)Nc1ccc(C(=O)CN2C(=O)NC3(CCOc4ccccc43)C2=O)cc1 (stereo not drawn) | 2 | -8 | -7 | -2 | -4 | -5 | -2 | 2 | -2.5
CCOCCCNC(=O)CCc1nnc2n(CCC(C)C)c(=O)c3ccccc3n12 | 1 | -1 | -3 | -1 | 1 | -4 | -6 | 3 | 2.9
COc1ccc(CN(C)C(=O)c2cc(S(=O)(=O)N3CCCCCC3)ccc2OC)cc1OC | -3 | -3 | 15 | 0 | -2 | 4 | 1 | 0 | -0.5
N#Cc1ccccc1OCC(=O)NC(=O)NCc1ccccc1 | 3 | 7 | -5 | -7 | 0 | -2 | -4 | 4 | -0.9
COc1ccc(C2=CC3=C(Br)C(=O)C(C)(O)C(=O)C3=CO2)cc1 (stereo not drawn) | 9 | 15 | 4 | 23 | 4 | 0 | 18 | 1 | -6.7
S=c1nccc(-c2ccc3c(c2)CCO3)[nH]1 | -2 | 2 | 1 | 16 | 2 | 13 | 3 | -1 | -3.1
CCOc1cccc2cc(C(=O)NCc3ccc(C)cc3)c(=N)oc12 | 6 | 2 | 1 | 0 | 1 | 2 | 3 | 0 | -0.4
COc1nccnc1NS(=O)(=O)c1ccc(NC(=O)c2ccccc2Br)cc1 | -6 | -6 | -3 | 7 | -3 | -6 | 7 | 6 | -1.9
CC(Sc1nnc(COc2ccc(Cl)cc2)n1Cc1ccco1)C(=O)N1CCNC1=O (stereo not drawn) | 3 | / | 1 | -6 | / | -3 | -5 | / | /
COCc1cc(C)nc(OCC(=O)N/N=C/c2ccccc2)c1C#N | -6 | 0 | -6 | 3 | 0 | -2 | 6 | 1 | 0.7
CCOC(=O)c1ccc(NC(=O)Cn2cc3c(n2)CCC(C)C3)cc1 (stereo not drawn) | 2 | -2 | 3 | 4 | -4 | 2 | 8 | 0 | -1.3
Cc1cc(-c2cccnc2)c(C#N)c(SCC#N)n1 | 6 | -2 | -6 | 4 | -2 | 5 | 5 | -1 | 3.2
Cc1ccc(NC(=O)c2ccco2)cc1C | -6 | -7 | -9 | -1 | 2 | -2 | 0 | -1 | 0.2
O=C(CSc1nc2ccccc2c(=O)n1-c1ccccc1F)NC1CCS(=O)(=O)C1 (stereo not drawn) | 2 | / | -1 | 3 | / | 2 | 2 | / | /
O=C(Nc1nc2ccccc2n1Cc1ccc(Cl)cc1)c1ccco1 | 6 | 9 | 0 | 4 | -3 | -3 | 5 | 0 | -1.7
COc1cc(S(=O)(=O)N2CCN(Cc3cccs3)CC2)ccc1NC(C)=O | -2 | / | 0 | -2 | / | -1 | 0 | / | /
SMILES | GLD-1 RNA inh | GSTO1 counter | PME-1 primary | BCLXL inh | Fam108B counter | PAD4 FP inh | MCL1-BIM inh | TPT1 inh | MEX-5 binding
CCOc1ccc(NC(=O)CSc2nc3[nH]ncc3c(=O)[nH]2)cc1 | 4 | 7 | 2 | 4 | -3 | 0 | 3 | 1 | -2.3
COc1ccc(NC(=O)CN(C)C(=O)c2cccc(S(=O)(=O)N3CCCc4ccccc43)c2)cc1 | 9 | 3 | 0 | 2 | -5 | 5 | 2 | -2 | 0.4
Cc1cc(OCC(=O)NC(Cc2c[nH]c3ccc(O)cc23)C(=O)O)c2c(C)c(C)c(=O)oc2c1 (stereo not drawn) | 7 | 11 | 5 | 11 | 4 | -1 | 13 | 0 | 1.9
O=S(=O)(c1cccc(-c2csc(-c3cccnc3)n2)c1)N1CCOCC1 | 3 | -9 | 0 | 2 | 1 | 10 | -1 | 1 | -27*
CN1CCN(S(=O)(=O)c2cccc(C(=O)NCc3ccccc3Cl)c2)CC1 | -5 | 6 | 0 | 4 | 7 | -1 | -3 | -2 | -0.1
FC(F)(F)c1nc2ccccc2n1CCNc1nc(CN2CCCCC2)cs1 | 7 | 3 | 1 | 10 | 3 | -1 | 7 | 0 | -0.2
CCCOc1ccccc1N/C(=N/c1nc(C)cc(C)n1)NC(=O)Nc1ccc(Cl)cc1 | 7 | -2 | -3 | -1 | -4 | 2 | 2 | 0 | 1.3
CCOC(=O)c1snc(-c2ccc(F)cc2)c1N | 2 | 0 | 0 | 0 | 0 | -6 | 4 | -3 | 3.0
COc1ccccc1NC(=O)C(C)Sc1nnc2ccccn12 (stereo not drawn) | 3 | / | -1 | -3 | / | 2 | -8 | / | /
NS(=O)(=O)c1ccc(NC(=S)NC(=O)/C=C/c2cccs2)cc1 | 7 | 6 | -36 | 8 | -31 | 2 | 11 | -3 | -0.2
COc1ccc(CCNC(C(=O)Nc2cc(C)cc(C)c2)c2ccccc2)cc1 (stereo not drawn) | -8 | -2 | -7 | 2 | -3 | 0 | 3 | -4 | 2.4
COc1ccc(/C=C2/SC(=O)N(CCNC(=O)CC(NC(C)=O)c3ccccc3)C2=O)cc1 (stereo not drawn) | 0 | 5 | 4 | -15 | -4 | -5 | -22 | -7 | 0.4
O=C1CN(C(=O)c2ccc(Cl)nc2)c2ccccc2N1 | 6 | 8 | 7 | 3 | 5 | 2 | 1 | -2 | 2.0
O=C(CCN1C(=O)/C(=C/c2ccc(Cl)cc2)SC1=S)Nc1cccnc1 | 1 | 9 | 6 | 5 | -1 | -3 | 9 | -1 | -1.8
O=C(Nc1ccccc1)c1ccccc1OS(=O)(=O)c1ccccc1 | -7 | 0 | 4 | -3 | 2 | 1 | 4 | 0 | 3.4
CC(C)CCn1c(=O)c2c(nc3n2CCCN3Cc2ccccc2)n(C)c1=O | 2 | 5 | 0 | 2 | 3 | -4 | -5 | -2 | 3.7
Cc1nn(C)c(-c2n[nH]c(=S)n2-c2ccccc2)c1Cl | 9 | 5 | -4 | -19 | -5 | 8 | -12 | 1 | /
COc1cccc([C@@H]2CC=C(C(=O)O)[C@H](c3ccc(Cl)cc3)N2S(=O)(=O)c2ccc(C)cc2)c1 | 11 | 5 | -3 | 6 | 2 | 0 | 4 | -3 | /
CN(O)/C=N/C(=S)Nc1ccc(Cl)cc1Cl | -5 | 2 | -8 | 9 | 0 | 3 | 2 | -1 | 1.5
Cc1cc(C)n(-c2nnc(C)n2/N=C/c2ccccc2O)n1 | 5 | -3 | 0 | 2 | 2 | -3 | -10 | 1 | 1.2
CC(C)CN(C(=O)c1ccc2c(c1)OCCO2)c1c(N)n(Cc2ccccc2)c(=O)[nH]c1=O | 3 | -3 | 1 | -12 | 3 | 4 | -12 | -2 | 1.0
CCC(O)C1CCN(Cc2cn(-c3ccc(OC)cc3)nc2-c2cccc(F)c2)CC1 (stereo not drawn) | 4 | 4 | -4 | 3 | -4 | -2 | 5 | 1 | -0.1
COc1cc(NS(=O)(=O)c2ccc(NC(=O)c3ccc([N+](=O)[O-])cc3)cc2)ncn1 | 0 | -1 | 4 | 3 | 5 | -4 | -1 | -4 | 1.4
COc1ccc(OC2CCN(S(=O)(=O)c3ccccc3)CC2)cc1 | -5 | -6 | 2 | -4 | -3 | -4 | -11 | 2 | -1.9
Cc1cc2cc(C)c3nnc(SCC(=O)Nc4ccc(S(=O)(=O)N5CCCCC5C)cc4)n3c2cc1C (stereo not drawn) | -4 | 3 | 1 | -1 | -2 | 3 | -2 | -1 | 0.9
SMILES | GLD-1 RNA inh | GSTO1 counter | PME-1 primary | BCLXL inh | Fam108B counter | PAD4 FP inh | MCL1-BIM inh | TPT1 inh | MEX-5 binding
CCCCn1c(-c2csc(CCC)c2)n[nH]c1=S | 7 | -12 | -3 | -30 | -3 | 3 | -24 | -5 | -3.4
Cc1ccc(S(=O)(=O)N2CCC(C(=O)Nc3ccc(S(=O)(=O)N4CCCC4)cc3)CC2)cc1 | -4 | -6 | 4 | -16 | -5 | 2 | -28 | 2 | -3.1
O=C(NCCn1cc(SCc2ccccc2)c2ccccc21)c1ccccc1F | -7 | -1 | -2 | 3 | 3 | -2 | 1 | 0 | 0.5
CCc1c(C)nc2cc(-c3ccc(OC)c(OC)c3)nn2c1N1CCC(C)CC1 | -10 | 1 | -6 | 3 | -2 | 1 | 3 | -4 | 3.6
O=C(OCc1cccs1)c1ccccc1NS(=O)(=O)c1ccc2c(c1)OCCO2 | 1 | -6 | 5 | 1 | -7 | 2 | -2 | 3 | -0.5
Cc1cnn2c(C3CC3)ccnc12 | -1 | -9 | -1 | 1 | 5 | -6 | 5 | 2 | -1.1
O=C(O)c1cc([N+](=O)[O-])cc2c1nnn2O | 4 | 2 | -3 | 5 | 3 | -2 | -2 | -1 | -18
COC(=O)c1ccc(NC(=O)C23CCC(C)(C(=O)O2)C3(C)C)cc1 (stereo not drawn) | 3 | 5 | 1 | 2 | 2 | 0 | 4 | -4 | -0.2
Cc1nc(C(F)(F)F)c(C(=O)NC(=O)Nc2ccc(OC(F)(F)F)cc2)s1 | 8 | 6 | -3 | 2 | 2 | -5 | 2 | -3 | 1.2
CC(C)CN(C)Cc1c(C(=O)N2CCc3ccccc3C2)nc2ccc(Cl)cn12 | 6 | -6 | -1 | 6 | 0 | 2 | 3 | 3 | -1.8

Only part of the results is shown, so the mix of outcomes need not match the whole.
